Screening data (PubChem)
TAAR1 antag – antagonists of human TAAR1. CHO RD-HGA16 TAAR1, Fluo-8 calcium fluorescence, antagonist. Q96RJ0. inhibition, % at 3 µM. 360,000 compounds, 1.5% hits;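 active means inhibition above a per-plate cutoff, the mean inhibition of test compounds on that plate plus 3 SD, cut at about 49% in these data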;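 further: 0% = DMSO plus EC80 beta-PEA response and 100% = DMSO alone without agonist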
Target sequence (Q96RJ0 whole entry, looked up): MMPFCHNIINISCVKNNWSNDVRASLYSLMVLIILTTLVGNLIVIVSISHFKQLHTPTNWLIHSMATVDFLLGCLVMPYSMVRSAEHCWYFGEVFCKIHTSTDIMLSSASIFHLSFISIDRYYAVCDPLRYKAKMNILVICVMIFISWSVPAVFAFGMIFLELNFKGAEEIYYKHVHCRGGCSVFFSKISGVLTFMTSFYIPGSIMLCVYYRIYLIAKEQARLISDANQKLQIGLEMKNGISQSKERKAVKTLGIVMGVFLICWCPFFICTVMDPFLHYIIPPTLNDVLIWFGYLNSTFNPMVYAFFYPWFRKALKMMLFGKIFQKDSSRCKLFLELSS
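Test system – hTAAR1-expressing CHO RD-HGA16 cells, Gα16-coupled · Also added – β-PEA at EC80 concentration, post-compound challenge · Compound – 3 µM, single point · Incubation – dye loading 75 min at 37 °C, then 30 min room temperature · Measured by – Fluo-8 intracellular calcium dye fluorescence, real-time kinetic reads · Benchmarks – vehicle and agonist controls · Replicates – singlicate, one well per test compound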
CHRM1 antagonist – antagonists of human M1 muscarinic receptor. CHO-K1 hM1, Fluo-8 calcium fluorescence, ACh EC80 antagonist. P11229. 360,000 compounds, 1.3% hits. inhibition, % at 3 µM;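 active means percent inhibition above its own plate's cutoff, namely the mean of that plate's compound wells plus 3 SD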;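 further: peak over basal fluorescence ratio during 140 s after agonist addition; 0% = ACh EC80 plus DMSO and 100% = DMSO alone without agonist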
Target sequence (P11229 whole entry, looked up): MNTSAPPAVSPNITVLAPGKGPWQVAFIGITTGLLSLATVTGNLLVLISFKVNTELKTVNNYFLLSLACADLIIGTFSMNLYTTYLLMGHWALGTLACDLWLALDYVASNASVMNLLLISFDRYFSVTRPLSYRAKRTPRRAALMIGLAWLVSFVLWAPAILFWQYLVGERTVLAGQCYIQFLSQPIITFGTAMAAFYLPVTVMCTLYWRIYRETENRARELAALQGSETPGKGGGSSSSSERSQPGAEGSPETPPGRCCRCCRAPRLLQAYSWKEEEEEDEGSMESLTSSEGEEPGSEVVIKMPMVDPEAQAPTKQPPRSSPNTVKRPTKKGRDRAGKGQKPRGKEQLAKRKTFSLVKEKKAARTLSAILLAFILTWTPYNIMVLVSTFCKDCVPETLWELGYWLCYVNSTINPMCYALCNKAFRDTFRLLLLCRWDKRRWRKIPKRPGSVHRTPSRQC
CHO-K1 Ca antag – counter-screen for M1 antagonists: effect in parental CHO-K1 cells; AID 602250; inhibition, % at 3 µM; ATP-induced calcium, Fluo-8 fluorescence; 360,000 compounds, 0.6% hits;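 active means inhibition above a per-plate cutoff, the plate's mean sample inhibition plus 3 SD, cut at about 24% in these data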;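 further: 0% = DMSO plus EC80 ATP and 100% = DMSO alone without ATP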
OXTR potentiator – potentiates the human oxytocin receptor response; P30559; CHO-OTR cells, Fluo-8 calcium fluorescence, potentiator mode; 0% = oxytocin EC15, 100% = EC100; activation, % at 3 µM; 320,000 compounds, 0.061% hits; AID 2445;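 active means activation above that plate's cutoff, the mean activation of tested compounds plus 3 SD, cut at about 6.6% in these data, passing the limit was not always enough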;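 further: 100% uses oxytocin at 75 nM as the full agonist control; some results filed as inactive read as strong as hits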
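System: human OTR in CHO cells; Also added: sub-maximal oxytocin, roughly EC15; Timing: compound 6 min at room temperature before oxytocin, 100 s read; Technique: Fluo-8 intracellular calcium fluorescence, ex 470-495, em 515-575 nm; Controls: oxytocin EC15 low and EC100 high; Replication: singlicate.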
TAAR1 ag – human TAAR1 agonism. 360,000 compounds, 0.99% hits. AID 624467. CHO RD-HGA16 TAAR1, Fluo-8 calcium fluorescence; vehicle wells 0%, saturating PEA agonist 100%. activation, % at 3 µM;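 active means activation above the mean activation of all test compounds in the run plus 3 SD, cut at about 38% in these data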
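System: CHO-derived RD-HGA16 cells with stable Gα16 and human TAAR1 / Times: 17-24 h plating, Fluo-8 75 min 37 °C, 30 min RT / Technique: calcium-sensitive Fluo-8 signal, excitation 470-495, emission 515-575 nm / Measure: % activation relative to PEA EC100 response / Benchmarks: DMSO and PEA EC100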
M1 ag – human M1 muscarinic receptor agonism. AID 588814. 360,000 compounds, 0.33% hits. CHO-K1 hM1, Fluo-8 calcium fluorescence, agonist mode; 0% DMSO, 100% acetylcholine EC100. activation, % at 3 µM. P11229;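 active means activation above the run's mean compound activation plus 3 SD, cut at about 16% in these data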;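 further: peak over basal fluorescence ratio within a 140 s kinetic read after compound addition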
CHO parental Ca – counter-screen: ATP calcium response change in parental CHO cells. 330,000 compounds, 0.63% hits. parental CHO-K1, ATP-induced calcium, Fluo-8 fluorescence. inhibition, % at 5.6 µM. AID 463079;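 active means inhibition above that plate's mean sample inhibition plus 3 SD, cut at about 26% in these data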;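 further: 0% = ATP-challenged DMSO wells and 100% = DMSO wells without ATP; some compounds past the cut are filed as inactive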
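material = parental CHO cells | also added = ATP as calcium-mobilizing challenge | dosing = single point at 5.6 µM | detection = intracellular calcium via Fluo-8 no-wash fluorescent dye | read-out = % inhibition | benchmarks = low control ATP plus DMSO, high control DMSO only | repeats = one well per compound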
CHO-K1 Ca ag – nonselective activator or artifact in parental CHO-K1 cells. Fluo-8 calcium fluorescence; scaled to maximal ATP response, vehicle zero. activation, % at 3 µM. 360,000 compounds, 0.48% hits. AID 602248; in the data active means activation above about 15%;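 further: untransfected CHO-K1 host cells lacking M1 receptor as counterscreen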
CHO-K1 Ca PAM – M1 PAM counterscreen hit in parental CHO-K1 cells. ATP EC20, Fluo-8 calcium fluorescence; 0% at ATP EC20, 100% at ATP max. activation, % at 3 µM. 360,000 compounds, 0.02% hits;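 active means activation above the run cutoff, the mean activation of all test compounds plus 3 SD, cut at about 40% in these data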;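 further: peak over basal fluorescence ratio in a 140 s read after ATP addition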
* hit, by the source's call; . = no result given.

SMILES	TAAR1 antag	CHRM1 antagonist	CHO-K1 Ca antag	OXTR potentiator	TAAR1 ag	M1 ag	CHO parental Ca	CHO-K1 Ca ag	CHO-K1 Ca PAM
O=C(Nc1ccc(N=Nc2ccccc2)c(NC(=O)C2CCCO2)c1)C1CCCO1 (stereo not given)	41	23	10	-14	10	-5	-21	3.0	-2
CCCCNC(=O)Cn1nc(-c2ccc(C)cc2)ccc1=O	.	-11	-11	.	.	-3	.	-0.2	12
c1ccc2[nH]c(CSc3ncnc4c3oc3ccccc34)nc2c1	34	-1	-6	-6	6	0	-10	9.4	10
COc1ccccc1-c1csc(C(O)(c2ccccc2)C(F)(F)F)n1 (stereo not given)	9	-17	-12	.	0	-6	.	0.6	14
C[C@H](CO)N1C[C@H](C)[C@H](CN(C)C(=O)c2ccc3ccn(C)c3c2)OCc2cnnn2CCCC1=O	2	-17	-16	.	0	-1	.	0.9	19
COc1ccc(C(C(=O)NC(C)(C)C)N(Cc2cccs2)C(=O)CCC(=O)Nc2cc(C)on2)cc1 (stereo not given)	-4	-10	-5	-12	0	-5	-19	0.2	13
Cc1c(CBr)[n+](=O)c2c(n1[O-])C(Br)CCC2Br (stereo not given)	-2	6	-5	-10	3	-2	-4	5.0	14
CN(C)c1nc(-c2ccccn2)nnc1-c1ccccc1	6	-10	-10	-1	1	-6	-17	0.5	0
Cc1cc(-c2nnc(SCC(=O)Nc3cccc(F)c3)n2N)n[nH]1	-8	-10	-20	-7	19	-2	-10	1.2	23
Cc1cccc(N(C)c2cc(-c3ccc(F)cc3)nc3ccnn23)c1	-20	-13	-8	.	-2	-2	.	-0.2	-2
O=C(CCc1nc(-c2ccccc2)no1)NC1CCCCCC1	-14	14	-15	-5	13	-4	-12	2.1	-16
Cc1ccc(OCc2nnc(SCC(=O)c3cccc([N+](=O)[O-])c3)n2C)cc1	-9	-15	-18	-6	-1	-9	-20	-0.6	24
COc1ccc(CNC(=O)c2ccc(NC(=O)CC3SC(N4CCCCC4)=NC3=O)cc2)cc1 (stereo not given)	-1	3	2	-4	5	-5	-15	3.5	8
CC(C)(C)OC(=O)N1CCC(C(=O)NNC(=O)c2ccc(Cl)cc2Cl)CC1	-7	-18	-11	-5	1	-1	-10	1.6	7
COc1ccc(OC)c(NC(=O)CSc2ccccc2)c1	-21	-4	-1	-13	6	-6	1	1.4	14
CCN(CC)C(=O)Cn1c(=O)oc2ccccc21	-15	-14	-10	1	1	-1	1	0.6	4
Cc1ccc(S(=O)(=O)CCc2ccccn2)cc1	-5	-11	-5	-19	3	-2	14	0.3	13
CCC(C)N(C)Cc1cccc(C2(O)CCN(S(=O)(=O)c3ccc(F)c(C)c3)CC2)c1 (stereo not given)	8	81*	-13	-12	0	-11	-12	-0.3	5
COc1ccc(OC)c(/C=C/C(=O)N(C)CC(=O)Nc2ccc(C)cc2)c1	7	-1	-1	-3	0	-3	-29	0.0	-2
N/C(Cn1cncn1)=N\NC(=O)C(=O)Nc1ccc(Cl)cc1Cl	1	-2	9	-21	2	-5	-4	0.3	-1

The closing 2 records of the section before lead into the next.
SMILES	TAAR1 antag	CHRM1 antagonist	CHO-K1 Ca antag	OXTR potentiator	TAAR1 ag	M1 ag	CHO parental Ca	CHO-K1 Ca ag	CHO-K1 Ca PAM
COc1ccc(OC)c(/C=C/C(=O)N(C)CC(=O)Nc2ccc(C)cc2)c1	7	-1	-1	-3	0	-3	-29	0.0	-2
N/C(Cn1cncn1)=N\NC(=O)C(=O)Nc1ccc(Cl)cc1Cl	1	-2	9	-21	2	-5	-4	0.3	-1
O=C(NCCN1CCNCC1)c1ccccc1O	-25	-11	-9	-8	2	-4	-5	0.5	14
CCN(CC)C(=O)Nc1c(C)n(C)n(-c2ccccc2)c1=O	-5	-8	-13	-1	3	-3	2	0.5	14
CC(C)(C)c1ccc(C(=O)NCC(=O)OCC(=O)N2CCN(S(=O)(=O)c3ccc(Cl)cc3)CC2)cc1	13	21	9	-9	3	-4	-2	2.6	-14
CC(C)c1cccc(C(C)C)c1NC(=O)CN(C)C1CCS(=O)(=O)C1 (stereo not given)	-17	-9	-14	-1	1	-1	-14	0.7	9
CC(C)OC(=O)c1cc(NC(=O)C2C3CCC(O3)C2C(=O)O)cc(C(=O)OC(C)C)c1 (stereo not given)	-10	8	3	-5	-1	-4	-8	-0.1	5
CC[C@]12C(=O)N(C)C[C@H]([C@@H]3C(=O)N(C)C(=O)[C@@H]31)N2C(=O)c1ccc(F)cc1	10	-7	-5	.	3	0	.	4.0	19
CC(C)NC(=O)CSc1nc(-c2ccccc2)cs1	0	-2	-19	.	2	-13	.	2.7	15
Cc1nc(NC(=O)c2ccccc2)sc1-c1cc(C(=O)N2CCOCC2)nn1Cc1ccccc1	-7	-14	-16	.	8	-6	.	0.1	6
CC(C)NC(=O)c1ccc(CN2CCc3ccccc3C2)cc1	-1	45*	5	.	2	-9	.	-0.2	4
CCC(Sc1nc2ccccc2o1)C(=O)Nc1nnc(C)s1 (stereo not given)	-20	-4	-4	5	2	-8	-10	1.1	14
CCOC(=O)C1CCCN(S(=O)(=O)c2c(C)noc2C)C1 (stereo not given)	0	-2	-6	-8	0	-1	1	0.1	-13
Fc1ccc(OCCCCCCN2CCCC2)cc1	23	8	7	-1	2	-11	-20	0.5	-4
Nc1ccc(C(=O)OCc2csc(-c3ccccc3)n2)cc1[N+](=O)[O-]	10	-4	-7	-5	1	-3	-7	-0.3	-5
COc1cccc(Cn2cc(C)cc(NC(=O)NCc3ccccc3)c2=O)c1	-3	-12	-2	-24	-1	-3	-20	0.5	8
CC(C)(CC(=O)O)Cc1nc(-c2ccc(Cl)cc2)no1	-17	-16	-3	0	3	0	-4	0.4	18
CCOC(=O)C(C(=O)c1ccccc1)C(c1ccccc1)c1nccc2ccccc12 (stereo not given)	4	-7	-1	.	0	-3	.	-0.2	-14
O=C(Nc1nccs1)c1ccc(-c2ccc([N+](=O)[O-])cc2)o1	25	0	-6	-6	9	-7	-9	0.0	15
CC(=O)NC(CC(=O)NC1CCCCCC1)c1ccccc1 (stereo not given)	-18	2	16	3	1	-2	-4	-0.5	-10
COn1c(-c2ccc(Cl)cc2)nc2ccc(Cl)cc21	25	3	-2	-2	16	-7	-12	-0.4	0
COc1cc(OC)c(C(=O)OCC(=O)NC2CCCCCCC2)cc1OC	-19	1	2	-6	2	-3	-4	0.3	0

Arranged by number of heavy atoms (rising): some entries from above
SMILES	TAAR1 antag	CHRM1 antagonist	CHO-K1 Ca antag	OXTR potentiator	TAAR1 ag	M1 ag	CHO parental Ca	CHO-K1 Ca ag	CHO-K1 Ca PAM
O=C(NCCN1CCNCC1)c1ccccc1O	-25	-11	-9	-8	2	-4	-5	0.5	14
Fc1ccc(OCCCCCCN2CCCC2)cc1	23	8	7	-1	2	-11	-20	0.5	-4
CC(C)(CC(=O)O)Cc1nc(-c2ccc(Cl)cc2)no1	-17	-16	-3	0	3	0	-4	0.4	18
CCOC(=O)C1CCCN(S(=O)(=O)c2c(C)noc2C)C1 (stereo not given)	0	-2	-6	-8	0	-1	1	0.1	-13
O=C(Nc1nccs1)c1ccc(-c2ccc([N+](=O)[O-])cc2)o1	25	0	-6	-6	9	-7	-9	0.0	15
CC(C)NC(=O)c1ccc(CN2CCc3ccccc3C2)cc1	-1	45*	5	.	2	-9	.	-0.2	4
Nc1ccc(C(=O)OCc2csc(-c3ccccc3)n2)cc1[N+](=O)[O-]	10	-4	-7	-5	1	-3	-7	-0.3	-5
COc1cc(OC)c(C(=O)OCC(=O)NC2CCCCCCC2)cc1OC	-19	1	2	-6	2	-3	-4	0.3	0
COc1cccc(Cn2cc(C)cc(NC(=O)NCc3ccccc3)c2=O)c1	-3	-12	-2	-24	-1	-3	-20	0.5	8
CCOC(=O)C(C(=O)c1ccccc1)C(c1ccccc1)c1nccc2ccccc12 (stereo not given)	4	-7	-1	.	0	-3	.	-0.2	-14
Cc1nc(NC(=O)c2ccccc2)sc1-c1cc(C(=O)N2CCOCC2)nn1Cc1ccccc1	-7	-14	-16	.	8	-6	.	0.1	6
CC(C)(C)c1ccc(C(=O)NCC(=O)OCC(=O)N2CCN(S(=O)(=O)c3ccc(Cl)cc3)CC2)cc1	13	21	9	-9	3	-4	-2	2.6	-14

(continued)
SMILES	TAAR1 antag	CHRM1 antagonist	CHO-K1 Ca antag	OXTR potentiator	TAAR1 ag	M1 ag	CHO parental Ca	CHO-K1 Ca ag	CHO-K1 Ca PAM
O=c1cc(C(F)(F)F)[nH]c2ccc(OC(F)(F)F)cc12	-13	-5	4	-21	9	8	14	11	-22
CC1(C)N=C(N)NC(Nc2ccccc2Cl)=N1	2	-7	3	-4	3	-14	-12	0.7	17
COc1cc(OC)nc(Nc2nc(C(N)Cc3ccc(C(F)(F)F)cc3)cs2)n1 (stereo not given)	34	4	4	.	53*	3	.	4.9	16
O=C(Nc1nc2cc3c(cc2s1)OCCO3)c1cccs1	-7	6	-11	-7	3	0	7	3.8	12
Cc1cc(=O)oc2cc(OCC(=O)NCC3CCCO3)ccc12 (stereo not given)	10	-3	8	-10	4	-7	-1	0.3	-9
Cc1nn(-c2ccccc2)c(C)c1C(=O)OCC(=O)Nc1ccccc1	-13	-3	-18	2	4	-2	-16	2.6	21
CCOC(=O)c1cnn(-c2nc(-c3ccccc3)nc3c2COC(C)(C)C3)c1N	-1	-14	-6	-7	4	-3	-3	0.4	17
CCOc1ccc(N2C(=O)/C(=C\c3ccc(OC)c(O)c3)S(=O)(=O)C2c2cccc([N+](=O)[O-])c2)cc1 (stereo not given)	-13	4	-11	-13	6	-6	-19	1.1	17
N/C(=N\OC(=O)CSc1ccccc1)c1cccc([N+](=O)[O-])c1	-3	4	12	-11	8	-10	-10	5.6	-7
O=C(NC(=S)N1CCN(Cc2ccccc2)CC1)c1ccco1	-12	-6	-13	-10	1	-4	100*	0.8	17
